# Source: PubChem
# D2 potentiator = D2 dopamine receptor (human) potentiation; AID 485347; 340,000 tested, 0.34% active; potentiation, % at 10 µM; HEK293 T-REx D2, calcium flux, EC20 dopamine potentiation;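 active = potentiation over 3 SD above the plate norm, cut at about 30% in these data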; note: 0% is about no effect
# Target sequence (P14416 whole entry, looked up): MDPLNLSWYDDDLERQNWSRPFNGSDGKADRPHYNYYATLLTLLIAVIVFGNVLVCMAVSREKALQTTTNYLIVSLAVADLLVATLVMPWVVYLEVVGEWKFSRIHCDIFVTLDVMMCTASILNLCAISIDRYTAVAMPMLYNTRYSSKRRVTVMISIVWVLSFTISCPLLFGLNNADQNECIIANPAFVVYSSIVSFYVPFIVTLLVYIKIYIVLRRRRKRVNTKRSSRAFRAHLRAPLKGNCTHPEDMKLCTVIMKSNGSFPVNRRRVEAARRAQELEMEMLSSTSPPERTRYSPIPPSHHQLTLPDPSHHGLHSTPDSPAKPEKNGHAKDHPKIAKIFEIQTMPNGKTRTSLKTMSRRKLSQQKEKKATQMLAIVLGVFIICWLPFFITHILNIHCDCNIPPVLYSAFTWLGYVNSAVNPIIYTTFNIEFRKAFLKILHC
#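 Cells plated with tetracycline inducer and held overnight at 30 C; calcium dye loaded 30–90 min at room temperature; baseline taken, compound added and read 180 s; EC20 dopamine then added and read 180 s.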
# TRHR enhancer = allosterically enhances the human TRH receptor. P34981. 360,000 tested, 0.66% active. enhancement, % at 2 µM. TRHR cells, fluo-8 calcium fluorescence, EC20 TRH enhancement; in the data active = enhancement above about 30%; note: 0% is about no effect
# Target sequence (P34981 whole entry, looked up): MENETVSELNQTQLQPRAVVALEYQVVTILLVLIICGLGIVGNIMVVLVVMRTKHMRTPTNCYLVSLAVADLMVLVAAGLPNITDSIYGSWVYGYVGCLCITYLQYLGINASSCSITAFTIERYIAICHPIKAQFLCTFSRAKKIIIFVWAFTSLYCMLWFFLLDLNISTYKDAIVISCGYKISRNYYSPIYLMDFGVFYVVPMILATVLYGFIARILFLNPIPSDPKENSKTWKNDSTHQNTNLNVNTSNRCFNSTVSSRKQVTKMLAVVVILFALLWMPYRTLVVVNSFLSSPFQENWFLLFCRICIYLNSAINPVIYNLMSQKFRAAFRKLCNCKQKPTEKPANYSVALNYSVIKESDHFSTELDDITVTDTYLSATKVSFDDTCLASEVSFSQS
#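 Enhancer read-out: after compound pinning and an initial kinetic agonist-mode read, an EC20 of TRH (10 nM final) was injected and fluo-8 calcium signal (Ex 480/Em 530) followed at 1 s/cycle for 100 cycles in TRHR-expressing cells.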
# D1 potentiator = enhances dopamine response at the human D1 receptor; HEK293 TREx D1 cells, calcium flux, dopamine EC20 potentiation; potentiation, % at 10 µM; 360,000 tested, 0.036% active; P21728; in the data active = potentiation above about 30%; note: 0% is about no effect
# D2 ag = agonists of human D2 dopamine receptor; P14416; HEK293 T-REx D2 cells, calcium flux agonist mode; activation, % at 2 µM; 340,000 tested, 0.53% active; AID 485358;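 active = activation over 3 SD above normal in the single-dose calcium agonist read, cut at about 30% in these data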; note: 0% is about no effect
#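 HEK293 Trex D2 cells, tetracycline-induced, o/n 30 C 5% CO2; no-wash Ca dye, RT 30–90 min; 10-cycle baseline, 23 nl cpd added, kinetic Ca read 180 s; agonist hits = positive Ca response.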
# D2 antagonist = D2 dopamine receptor (human) antagonism; P14416; HEK293 TREx D2 cells, calcium flux, dopamine EC80; inhibition, % at 10 µM; 340,000 tested, 2% active; in the data active = inhibition above about 30%; note: 0% is about no effect
#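 Overnight-induced (tetracycline, 30 C) HEK293 T-REx cells carrying force-coupled D2 receive a no-wash calcium dye, then compound, then EC80 dopamine at 180 s; signals are read kinetically throughout.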
# RXFP1 antag = antagonists of human relaxin receptor RXFP1; HEK293-RXFP1, relaxin-stimulated cAMP HTRF, 30 min; stronger effect = lower value; 350,000 tested, 0.59% active; AID 1259400; activity change, negative = inhibition, % at 57.5 µM; Q9HBX9;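 active = activity change of -60% or lower, but not beyond a set lower limit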; note: % is set by controls: 0 for no effect and ±100 for the full control effect
# TRHR agonist = agonists of human TRH receptor; P34981; TRHR cells, calcium flux fluo-8, FDSS agonist mode; activation, % at 2 µM; 360,000 tested, 0.18% active; note: 0% is about no effect
#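 Read-out: compound-evoked intracellular calcium rise in TRHR cells, fluo-8 dye, kinetic FDSS fluorescence at 1 s/cycle following a 10-cycle baseline. Cells cultured overnight before dye loading (30 min–1.5 h, RT).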
# D1 agonist = activates the human D1 dopamine receptor. P21728. HEK293 T-REx D1 cells, calcium flux, agonist mode. activation, % at 2 µM. 360,000 tested, 1% active. AID 504660; note: 0% is about no effect
#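 Inducible HEK293 T-REx D1 cells, force-coupled to calcium signalling, were plated at 4000 cells/well with tetracycline and held overnight at 30 C. After no-wash calcium dye loading, compound-evoked calcium rise over 180 s flagged agonists.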
# D1 antag = antagonists of human D1 dopamine receptor | P21728 | HEK293 TREx D1 cells, calcium flux, dopamine EC80; stronger effect = lower value | activity change, negative = inhibition, % at 10 µM | 360,000 tested, 3.2% active; in the data active = activity change below about -30%; note: % is set by controls: 0 for no effect and ±100 for the full control effect
#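 HEK293 T-REx cells expressing inducible, force-coupled D1 receptor; no-wash Ca dye, 30–90 min RT. Cmpd → 180 s read at 1 Hz → EC80 DA → 180 s read.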
# Active calls of the source: *; . = not tested or not shown; & = joins results of further samples. Cut-off read from the data, not from the text of the source, unless noted: active = activation above about 30%; inactive = the rest.
SMILES,D2 potentiator,TRHR enhancer,D1 potentiator,D2 ag,D2 antagonist,RXFP1 antag,TRHR agonist,D1 agonist,D1 antag
CCOC(=O)N1CCC(N(CCN(C)C)C(=S)Nc2ccc(OCC)cc2)CC1,2,0,-5,1.4,-15,.,0.2,-1,4
Cc1cccc(NC(=O)c2ccc(S(=O)(=O)N3CCCC3)cc2)c1C,-7,4,1,0.3,-11,0,0.5,1,19
COc1ccc(-n2nc(C(=O)Nc3ccc(C)cn3)c3c4ccccc4n(C)c3c2=O)cc1Cl,-4,-3,5,0.5,.,-13,0.2,0,-4
Cc1ccc(Nc2nc3ccc(Cl)cc3n3cnnc23)cc1F,6,-1,-3,0.2,-4,11,0.8,0,-11
Cc1cccc(NC(=O)c2ccccc2OCC(=O)N2CCOCC2)c1C,0,20,5,-0.7,1,23,0.1,1,11
COc1ccc(NC(=O)N2CCOCC2)cc1OC,-13,-6,-1,0.5,12,-9,0.0,-2,17
NC1=NN(c2cccc(C(=O)O)c2)C(=O)C1,13,-5,2,-1.6,16,-5,-0.6,1,-6
Oc1ccccc1/C=N/Nc1ccccc1,-9,-2,-1,2.1,1,-6,0.3,1,3
Cc1ccccc1OCCn1cnc2cc([N+](=O)[O-])ccc2c1=O,-8,-8,3,0.3,3,-17,-0.1,-2,0
Cc1ccc(C(=O)NCC(=O)OCC(=O)NCCc2ccccc2)s1,9,4,-4,2.6,-2,-9,-0.4,0,2
COc1cc(/C=C2/N=C(C3CCCCC3)OC2=O)cc(OC)c1OC,4,-2,-5,0.4,10,0,-0.3,3,2
CC1CCN(C(=O)COC(=O)c2ccc3c(c2)OCO3)CC1,-3,-9,-1,0.0,-2,-3,-0.3,1,-13
COc1ccccc1C(=O)NCC(=O)OCC(=O)Nc1cccc(S(=O)(=O)N2CCCCCC2)c1,0,2,0,1.7,-4,-2,-0.3,2,-12
O=C(CN(Cc1ccccc1)C(=O)c1cc2c(s1)CCC2)NCc1cccs1,-11,-1,-7,0.9,4,-11,0.0,4,-24
C=CCN(CC=C)C(=O)c1ccc(OC2CCN(S(=O)(=O)N(C)C)CC2)cc1,4,7,-3,0.8,-3,-3,-0.7,10,-27
COc1ccccc1/C=N/NC(=O)c1ccccc1NS(=O)(=O)c1ccc(C)cc1,-8,5,0,-1.2,12,2,1.6,7,-22
O=C(NC(=S)NNC(=O)c1ccccc1O)c1cccs1,-5,2,-5,0.7,-4,-17,0.2,2,20
O=C(O)CC1S/C(=N/N=C/c2ccc([N+](=O)[O-])cc2)N(c2ccc(O)cc2)C1=O (stereo unspecified),14,8,1,0.9,-3,-22,1.5,5,-5
Cc1ccc(-n2c(SCC(=O)N(C)C3CCS(=O)(=O)C3)nc3ccccc3c2=O)cc1 (stereo unspecified),-3,-2,-6,0.7,-17,3,0.0,0,-6
Cc1cccc(N(C)C(=O)CS(=O)(=O)c2cccc3nsnc23)c1,.,2,-3,0.8,.,.,-0.1,-1,9

# Three structures already listed, ordered by length of the SMILES, low to high.
SMILES,D2 potentiator,TRHR enhancer,D1 potentiator,D2 ag,D2 antagonist,RXFP1 antag,TRHR agonist,D1 agonist,D1 antag
Oc1ccccc1/C=N/Nc1ccccc1,-9,-2,-1,2.1,1,-6,0.3,1,3
O=C(CN(Cc1ccccc1)C(=O)c1cc2c(s1)CCC2)NCc1cccs1,-11,-1,-7,0.9,4,-11,0.0,4,-24
COc1ccc(-n2nc(C(=O)Nc3ccc(C)cn3)c3c4ccccc4n(C)c3c2=O)cc1Cl,-4,-3,5,0.5,.,-13,0.2,0,-4

# Additional results:
SMILES,D2 potentiator,TRHR enhancer,D1 potentiator,D2 ag,D2 antagonist,RXFP1 antag,TRHR agonist,D1 agonist,D1 antag
O=C(Cn1c(C(F)(F)F)nc2ccccc21)OCC(=O)c1c[nH]c2ccccc12,1,0,-9,1.6,-13,4,1.5,13,-15
COc1ccc(NC(=O)c2ccco2)cc1NC(=O)COc1ccccc1,0&3,2&10,-1&-3,0.1&-1.2,20,1&-4,-0.2&-0.4,3&2,-7&-8
CC(=O)c1cccc(NC(=O)c2cc(-c3ccco3)on2)c1,-6,8,-3,-0.7,19,-14,-0.1,5,4
CCC1CCCCN1C(=O)CSc1nnc(CNC(=O)c2cc(OC)c(OC)c(OC)c2)o1 (stereo unspecified),-3,5,-3,1.6,0,-1,-0.7,5,1
COC(=O)[C@@H]1C[C@@H]2CC[C@@H](O)C[C@@H]2N1Cc1ccccc1OS(=O)(=O)c1ccc(C)cc1,6,2,-5,0.0,10,.,0.1,-1,19
CCOc1ccc(OCC)c(S(=O)(=O)n2ccnc2C)c1,12,24,-1,0.2,-2,3,0.3,4,8
CCOC(=O)c1cnc2c(cnn2C)c1NCc1ccc(OC)cc1,3,-8,-2,0.7,-13,-1,0.3,1,2
CCCCCn1c(SC(C)C(C)=O)nc2c1c(=O)[nH]c(=O)n2C (stereo unspecified),12,2,.,-1.4,23,.,0.0,8,-15
COCCn1c(-c2ccccc2)cnc1SCC(=O)Nc1cccc2ccccc12,1,-4,5,-0.9,-4,-9,-0.9,5,-4
CCCCNC(=O)Nc1ccccc1C(=O)NCc1ccco1,.,-7,-4,.,.,15,-0.5,3,10
O=C(Cn1c2c(sc1=O)C1c3ccccc3OCC1CS2)Nc1ccc(Cl)c(Cl)c1 (stereo unspecified),2,3,17,0.1,-12,12,1.0,6,8
Cc1ccc(-c2cc(-c3ccccc3)[nH]c(=S)c2C#N)cc1,4,2,8,0.6,-15,5,0.0,2,-12
COc1ccc(N2CCN(C(=O)COC(=O)CNC(=O)c3ccccc3)CC2)cc1,7,-3,0,-0.1,14,-11,-0.3,2,-8
COc1ccc(S(=O)(=O)N(CC(N)=O)C2CCCCC2)cc1Cl,.,0,-3,.,.,5,0.4,2,-6
CCN(CC)CCNC(=O)c1ccc(NC(=O)Cc2ccsc2)cc1,16,-1,-2,-0.9,-14,0,-0.9,0,-4
CC(C)(CNS(=O)(=O)c1ccc(F)cc1)CNS(=O)(=O)c1ccc(F)cc1,7,2,-2,0.8,-1,-9,0.4,5,1
CCc1nc(Nc2ccc3c(c2)OCO3)c2oc3ccccc3c2n1,-2,12,-1,0.0,-21,-11,1.3,0,-9
CSc1cccc(NC(=O)C2CCN(S(=O)(=O)c3ccc(F)cc3)CC2)c1,4,20,1,0.3,8,-1,-0.1,0,1
CC(=O)Nc1c(NC(=O)CC#N)[nH]c2c(c1=O)c(=O)n(C)c(=O)n2C,-9,-5,6,-0.6,13,0,0.3,1,-2
CCn1c(Cl)c(C=O)s/c1=N\S(=O)(=O)c1ccccc1,-2,-11,-12,2.5,-3,-87*,1.6,2,-38*
CC(C)OCCCNS(=O)(=O)c1ccc2ccccc2c1,-12,-8,-4,1.0,7,6,0.1,-2,.
CC(C)C[C@H](NC(=O)c1nc[nH]c1C(=O)NCC(=O)OCc1ccccc1)C(=O)OC(C)(C)C,9,-3,-3,-0.2,-8,.,0.7,8,12
Cc1ccc(-n2c(=O)c3c4c(sc3n(Cc3ccccc3C)c2=O)CCC4)cc1C,12,3,1,0.1,.,-7,0.3,1,-72*
COc1ccc(CNC(=O)CN(CCC(C)C)S(=O)(=O)c2ccc3c(c2)OCCO3)cc1,-7,-3,-3,-0.5,9,16,0.9,4,-32*
Cn1ccnc1SCC(=O)Nc1cccc([N+](=O)[O-])c1,.,-1,-6,.,.,-24,0.5,3,-4
CCc1ccc(N2CCN(CCNC(=O)Nc3ccc(OC)cc3)CC2)cc1,-9,5,16,0.2,1,-4,0.4,2,3
O=[N+]([O-])c1ccc(O)c(-c2ccnc3cc(-c4ccccc4)nn23)c1,9,-2,-2,3.9,.,.,4.9,13,19
C=CCn1c(SCC(=O)NCc2ccccc2)nnc1C1CCCCC1,-7,-6,-2,0.0,-15,-20,-0.2,2,2
CCCCN(C(=O)c1cc(CC)c(C)s1)c1c(N)n(CCC)c(=O)[nH]c1=O,-7,0,1,3.6,15,5,1.5,1,-6
O=C(Nc1ccc(N2CCN(C(=O)c3ccc(Cl)cc3)CC2)cc1)c1cccnc1,17,-1,-4,0.5,-9,-4,-0.6,-3,-24
O=C(CCSc1ccc(Br)cc1)Nc1cccnc1,-20,-1,-11,0.0,8,-4,-0.4,5,-10
C/C(=N\OC(=O)c1ccc(OC(C)C)cc1)c1ccc(C)c(C)c1,-3,1,-1,.,.,-9,2.9,10,2
Cc1cnn(C(=O)c2ccccc2Br)c1,-5,-4,-4,1.4,-6,14,-0.1,0,33
CCCCn1c(N)c(N(CCOC)C(=O)CN(C)S(=O)(=O)c2ccc(Cl)cc2)c(=O)[nH]c1=O,-1,13,2,0.3,-6,-12,2.1,15,-9
Cn1cc(S(=O)(=O)Nc2cccc3ccccc23)c(=O)n(C)c1=O,12,0,2,0.3,3,-5,1.0,6,2
CCCNS(=O)(=O)c1ccc(OCC(=O)Nc2ccc3c(c2)OCCO3)c(C)c1,18,3,-7,0.3,1,-12,-0.3,5,-16
O=C(Nc1ccc(Cl)cc1)NC1CCS(=O)(=O)C1 (stereo unspecified),4,-2,-1,0.8,1,-2,0.1,1,8
CCc1ccc(-c2cc(C(F)(F)F)n3nc(C(=O)Nc4c(C)nn(Cc5ccccc5C)c4C)cc3n2)s1,7,2,-4,0.2,8,-4,-0.4,1,5
Cc1nn(CC(=O)N2CCC(C)CC2)c(=O)c2cc3occc3n12,-4,1,-1,.,.,.,0.5,0,4
COc1ccc(CCN(C)C/C=C/c2ccccc2[N+](=O)[O-])cc1OC,-23,0,-8,0.5,57*,6,0.1,3,-7
O=C(CSc1nnc(-c2ccccc2)n1C1CCCCC1)Nc1ccc(S(=O)(=O)Nc2ccccn2)cc1,5,1,0,1.1,-1,-9,-0.1,0,11
CC1CCN(CCOCCOc2ccc(Br)cc2Cl)CC1,.,-3,-18,.,.,.,1.1,13,-33*
COc1ccc(C2=NOC(C(=O)Nc3ccc(C)cc3)C2)cc1OC (stereo unspecified),-4,1,-3,-0.2,-19,-10,-0.2,3,-5
Cc1cccc(N2CCN(S(=O)(=O)c3cc(C(=O)Nc4ccc(Oc5ccccc5)cc4)ccc3F)CC2)c1C,16,2,-2,-0.2,.,2,0.5,3,-6
CC(=O)Nc1cccc(/C(C)=N/NC(=O)c2c(-c3ccccc3Cl)noc2C)c1,-32,8,-3,0.3,-13,-13,0.6,3,-5
Cc1nn(CC(=O)Nc2ccc3c(c2)nc2n3CCOC2)c(=O)c2ccccc12,-5,3,-1,-0.2,-1,-23,-0.1,2,6
CN(C)c1cccc2c1c(NC(=O)Nc1ccc(Cl)cc1Cl)nn2C,16,0,-6,0.2,1,-2,-0.2,1,13
O=S(=O)(c1ccccc1)N1CCN=C1SCc1ccc(Cl)cc1,-4,-9,8,-0.5,-1,11,0.5,12,-3

# 4 compounds out of the list above, sorted by their value in D1 potentiator, largest number first.
Compound	D2 potentiator	TRHR enhancer	D1 potentiator	D2 antagonist	RXFP1 antag	TRHR agonist	D1 agonist	D1 antag
COCCn1c(-c2ccccc2)cnc1SCC(=O)Nc1cccc2ccccc12	1	-4	5	-4	-9	-0.9	5	-4
C=CCn1c(SCC(=O)NCc2ccccc2)nnc1C1CCCCC1	-7	-6	-2	-15	-20	-0.2	2	2
CC(C)C[C@H](NC(=O)c1nc[nH]c1C(=O)NCC(=O)OCc1ccccc1)C(=O)OC(C)(C)C	9	-3	-3	-8	.	0.7	8	12
CC1CCN(CCOCCOc2ccc(Br)cc2Cl)CC1	.	-3	-18	.	.	1.1	13	-33*
